# ATXN2 expr inh – reduces ATXN2 reporter expression in HEK-293 cells; 360,000 tested, 0.72% active; Potency, µM (series often up to 57 µM), for the others: at the highest dose activity change, negative = inhibition, actives largely listed as inhibitors; HEK-293 ATXN2-luciferase reporter, luminescence, 24 h; AID 1745845; note: potency is the fitted concentration of half-maximal effect; % is set by controls: 0 for no effect and ±100 for the full control effect; nearly all actives have a fitted effect of over 55% in size
#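 qHTS (up to 57 uM final) was run with 24 h compound exposure of reporter cells at 37 °C. Each well was multiplexed: SteadyGlo luminescence measured ATXN2-luciferase expression after a fluorogenic Gly-Phe-AFC viability readout (25 uM final).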
# IL1B secr inh – blocks inflammasome-driven IL-1 beta release | activity change, % at 57.5 µM | THP-1 LPS/ATP IL-1B secretion, AlphaLISA, 16 h; hits give low values | 360,000 tested, 4.7% active | AID 743279; in the data active = activity change below about -50%; inconclusive = mostly about -30% to -49%; note: % is set by controls: 0 for no effect and ±100 for the full control effect
#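 Secreted IL-1B measured by AlphaLISA bead assay after 16 h compound exposure of THP-1 cells; compounds (final up to 57.5 uM) added 1 h before LPS (250 ng/mL) and ATP (1.25 mM) stimulation; lower signal means less secretion.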
# KB-3-1 cytotox – KB-3-1 parental cell cytotoxicity. AID 1347075. 400,000 tested, 1.4% active. KB-3-1 viability, CellTiter-Glo ATP luminescence, 72 h. Potency, µM (highest dose often 46.1 µM), inactives show top-dose activity change, negative = cytotoxic, most hits filed as cytotoxic; note: potency is the fitted concentration of half-maximal effect; % is set by controls: 0 for no effect and ±100 for the full control effect; nearly all actives have a fitted effect of over 60% in size
#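 Cytotoxicity measured as CellTiter-Glo luminescence after 72 h at 37 C. Compound titrations were pinned onto drug-naive KB-3-1 parental adenocarcinoma cells grown in DMEM with 10% FBS, and normalized data fitted to concentration-response curves.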
# HT1080-NT tox – kills 2HG-producing HT-1080-NT fibrosarcoma cells; HT-1080-NT fibrosarcoma viability, CellTiter-Glo ATP luminescence, 48 h; Potency, µM (highest dose often 46.1 µM), inactives show at the top dose activity, negative = less viability, hits mostly cytotoxic; 360,000 tested, 1.6% active; AID 686970;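 note: NT is the 2HG producing partner of a matched IDH1 knockdown line; potency is the fitted concentration of half-maximal effect; 0% = DMSO-treated cells and -100% = media-only wells without cells; nearly all actives have a fitted effect of over 55% in size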
#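 Viability of the 2HG-overproducing fibrosarcoma line after 48 hours of compound exposure at 37 degrees C was determined by luminescence with CellTiter-Glo, and concentration-effect curves were then fitted and categorized.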
# HepG2 tox – HepG2 cytotoxicity, counter-screen for TGF-b inhibitors; HepG2 CAGA-GFP viability, ATP luminescence, 18 h; AID 588856; 410,000 tested, 0.76% active; Potency, µM (series often up to 46.1 µM), for the others: at the top dose activity change, negative = cytotoxicity, actives largely listed as cytotoxic; note: potency is the fitted concentration of half-maximal effect; some results filed as inactive show a strong effect at the top dose
#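 HepG2 CAGA-GFP cells (1000/well, DMEM with 1% FBS) received compound, then TGF-beta at 500 pg/mL final, and were incubated 18 hours at 37 degrees C. Viability was read by CellTiter-Glo luminescence. Media-only wells were set as complete cell-killing and DMSO as no toxicity.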
# ATXN viability – cell viability loss in ATXN counter-screen. S2 cells (HEK-293 line with an ATXN2-luciferase reporter) viability, CellTiter-Fluor protease fluorescence, 24 h. 400,000 tested, 0.49% active. Potency, µM (highest dose often 56.7 µM), hits mostly cytotoxic. AID 651635; note: potency is the fitted concentration of half-maximal effect; nearly all actives have a fitted effect of over 40% in size
# HT1080 IDH1KD tx – kills HT-1080 cells with IDH1 knockdown; HT-1080 IDH1 knockdown viability, ATP luminescence, 48 h; Potency, µM (top dose mostly 46.1 µM), for the others: at the top dose activity, negative = toxicity, hits mostly cytotoxic; 360,000 tested, 2% active; AID 686971;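 note: potency is the fitted concentration of half-maximal effect; 0% = DMSO wells and -100% = cell-free medium wells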
#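 Assay cells: HT-1080 with IDH1 knockdown, 750 per well, RPMI/5% FBS. Exposure: 48 h at 37 °C following 2 h pre-incubation. Read: CellTiter-Glo luminescence; fitted concentration-response, curve class assigned.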
# SW480 rerep – DNA re-replication induction in SW480 cells | SW480 DNA re-replication, Hoechst DNA content imaging, 48 h | 340,000 tested, 1.8% active | AID 624297 | Potency, µM (top dose mostly 46.1 µM), without a hit: top-dose re-replication activation, usual class: activators; note: potency is the fitted concentration of half-maximal effect; % of control where 0% means no effect; nearly all actives have a fitted effect of over 55% in size
#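 Quantitative HTS format with DMSO vehicle controls; 48 hr drug incubation at 37 C, then 40 min Hoechst staining and scanning imager measurement at 405 nm excitation.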
# MCF10A rereplic – induces DNA re-replication in MCF 10a normal breast cells; 350,000 tested, 2.9% active; Potency, µM (top dose mostly 46.1 µM), for inactives: top-dose activity, positive = re-replication, usual class: activators; AID 624296; MCF 10A DNA re-replication, Hoechst nuclear intensity, 48 h; note: potency is the fitted concentration of half-maximal effect; % of control where 0% means no effect; nearly all actives have a fitted effect of over 50% in size
# An asterisk follows results filed as active; i = inactive; ? = inconclusive; nt = not tested or not shown; [ ] = dose if it differs, or a comment. Unless noted, calls come from the whole dose curve; as a rule, active = well fitted curve in the direction sought with a large enough effect; inconclusive = small, poorly fitted or top-dose-only effect, or another doubt; inactive = no such curve, though single readings can be large; an effect the other way counts as inactive or inconclusive. Compounds as they come; 8.9% or so of the library scored in one or more.
No.	molecule	ATXN2 expr inh	IL1B secr inh	KB-3-1 cytotox	HT1080-NT tox	HepG2 tox
1	CCC(C)(C)NC(=O)C(c1cccc(OC)c1)N(C(=O)c1ccn[nH]1)c1cccc(OC)c1 (configuration not stated)	-11%	7	-1%	4%	1%
2	CC(/C=N/N1CCN(Cc2ccccc2)CC1)=C\c1ccccc1	-8%	0	-18%	-21%	-8%
3	Clc1ccc2scc(CN3CCCCC3)c2c1	-16%	-20	5%	1%	-22%
4	COc1ccccc1CNC(=O)C(c1ccccc1)c1ccccc1	-13%	27	2%	3%	2%
5	CN(Cc1ccccc1)Cc1nc2c(c(=O)n(C)c(=O)n2C)n1Cc1ccc(Cl)cc1	-14%	8	-14%	1%	7%
6	COc1cc(/C=C(\CC(=O)O)c2nc3ccccc3s2)cc(OC)c1O	7%	35	-5%	-22%	8%
7	CCOC(=O)c1sc(NC(=O)C(CC)OC(=O)c2ccco2)nc1C (configuration not stated)	-13%	-84*	18%	-4%	-43%
8	Fc1cccc(C2NC(=S)NC3=C2N2CCC3CC2)c1 (configuration not stated)	1%	20	-17%	1%	-6%
9	Cc1cc(C)nc(NS(=O)(=O)c2ccc(Br)cc2)n1	-4%	13	11%	0%	6%
10	COc1ccc(NC(=O)Cn2nnc(C(=O)NCc3ccccc3)c2N)c(OC)c1	-21%	30	?	?	-28%
11	Cc1nc(-c2ccc(C(F)(F)F)cc2)sc1C(=O)NN	16µM*	55	?	-23%	-15%
12	COc1ccc(NC(=O)Cn2nnc3ccccc32)c([N+](=O)[O-])c1	-26%	-22	-2%	-5%	8%
13	O=C(Nc1ccc(F)cc1F)c1noc2c1CCC2	41%[activator]	13	-1%	13%	-80%
14	CCCn1c(N)c(C(=O)CSc2nnc3ccccn23)c(=O)[nH]c1=O	9%	21	18%	8%	5%
15	COc1ccccc1/C=C/C1=NC(=C\N(C)C)/C(=O)O1	37%[activator]	-29	11%	14%	-3%

No.	ATXN viability	HT1080 IDH1KD tx	SW480 rerep	MCF10A rereplic
1	i	-10%	-4%	6%
2	i	-27%	3%	18%
3	i	-7%	-2%	8%
4	i	7%	0%	3%
5	i	-4%	?	?
6	nt	-16%	6%	1%
7	i	2%	6%	-6%
8	i	-3%	25%	0%
9	i	9%	-5%	0%
10	i	?	?	16µM*
11	i	?	?	?
12	i	-6%	1%	11%
13	i	3%	0%	3%
14	i	17%	?	-2%
15	i	11%	?	20%

# The last seven records of the section before open the next one:
No.	molecule	ATXN2 expr inh	IL1B secr inh	KB-3-1 cytotox	HT1080-NT tox	HepG2 tox
9	Cc1cc(C)nc(NS(=O)(=O)c2ccc(Br)cc2)n1	-4%	13	11%	0%	6%
10	COc1ccc(NC(=O)Cn2nnc(C(=O)NCc3ccccc3)c2N)c(OC)c1	-21%	30	?	?	-28%
11	Cc1nc(-c2ccc(C(F)(F)F)cc2)sc1C(=O)NN	16µM*	55	?	-23%	-15%
12	COc1ccc(NC(=O)Cn2nnc3ccccc32)c([N+](=O)[O-])c1	-26%	-22	-2%	-5%	8%
13	O=C(Nc1ccc(F)cc1F)c1noc2c1CCC2	41%[activator]	13	-1%	13%	-80%
14	CCCn1c(N)c(C(=O)CSc2nnc3ccccn23)c(=O)[nH]c1=O	9%	21	18%	8%	5%
15	COc1ccccc1/C=C/C1=NC(=C\N(C)C)/C(=O)O1	37%[activator]	-29	11%	14%	-3%
16	Cc1ccc(Cn2c(CN3CC(C)OC(C)C3)nc3c2c(=O)n(C)c(=O)n3C)cc1 (configuration not stated)	-7%	-10	-12%	-2%	-5%
17	N#Cc1nnn(Cc2ccccc2)c1N	nt	32	-17%	8%	-4%
18	Cc1nc2c3cc(Cl)ccc3n(CCN3CCOCC3)c2s1	-37%	-23	?	23µM*	-1%
19	CCOc1cc(/C=C(\C#N)C(=O)Nc2cccc(C(=O)O)c2)cc(Br)c1OC(=O)c1ccc(OC)cc1	2%	?	0%	?	-89%
20	COc1ccccc1C(=O)N/C(=C\c1cn(C)c2ccccc12)C(=O)N1CCCC1	5%	0	-10%	-27%	-9%
21	COC(=O)c1ccc(OC(=O)c2cccs2)cc1	-3%[11.3 µM]	1	3%	-13%	6%
22	Cc1ccc(CC2CC(=O)N(c3ccc4c(c3)OCCO4)C2=O)cc1 (configuration not stated)	-4%	-20	9%	4%	2%
23	O=c1[nH]c(Cc2ccccc2)nc2scc(-c3ccccc3)c12	4%	-5	13%	14%	-26%
24	CN(CC(=O)Nc1ccc(F)c(F)c1F)C1CCCCC1	-21%	-17	2%	-4%	-28%
25	O=C(Oc1cccc(N2C(=O)C3C4c5ccccc5C(c5ccccc54)C3C2=O)c1)c1ccco1 (configuration not stated)	-2%	-15	-8%	2%	5%
26	Cc1ccc(C(=O)OCC(=O)Nc2cc(C(C)(C)C)no2)c(C)c1	nt	-9	2%	-9%	-101%
27	O=C(NCCCN1CCCC1)[C@H](CSCc1ccccc1)N1Cc2ccccc2C1=O	?	-30	0%	-4%	-36%
28	CC(C)(C)NC(=O)C1Cc2ccccc2CN1C(=O)Nc1cccc(Cl)c1 (configuration not stated)	-17%	-4	-7%	0%	3%
29	CCOC(=O)c1ccc(N2C(=O)c3n[nH]c(-c4ccco4)c3C2c2ccc(C)cc2)cc1 (configuration not stated)	?	nt	-3%	nt	16µM*
30	CCOC(=O)C1=CCC(c2cc3ccc(OC)cc3n2C(=O)OC(C)(C)C)NC1 (configuration not stated)	nt	?	5%	-8%	nt

No.	ATXN viability	HT1080 IDH1KD tx	SW480 rerep	MCF10A rereplic
9	i	9%	-5%	0%
10	i	?	?	16µM*
11	i	?	?	?
12	i	-6%	1%	11%
13	i	3%	0%	3%
14	i	17%	?	-2%
15	i	11%	?	20%
16	i	2%	-5%	1%
17	i	11%	24%	22%
18	i	21µM*	?	?
19	i	?	?	?
20	i	-4%	-1%	3%
21	i	-5%	1%	-1%
22	i	10%	-1%	-4%
23	i	9%	-2%	?
24	i	-11%	26%	-176%[0.0737 µM]
25	i	5%	-1%	18%
26	?	2%	-8%	?
27	i	?	50%	16%
28	i	-5%	?	?
29	28µM*	nt	nt	nt
30	nt	-19%	nt	nt

# The listing continues:
No.	molecule	ATXN2 expr inh	IL1B secr inh	KB-3-1 cytotox	HT1080-NT tox	HepG2 tox
31	Cn1c(CC2Sc3ccccc3NC2=O)nnc1SCC(=O)c1ccc(Cl)cc1 (configuration not stated)	-9%	14	-1%	?	1%
32	Nc1c(C(=O)Nc2ccc3c(c2)OCCO3)nnn1Cc1cccc(Br)c1	5%	-51*	0%	-28%	-17%
33	O=C(CN1CCN(c2ccccn2)CC1)N1c2ccccc2CCc2ccccc21	-4%	-6	5%	10%	-27%
34	Cc1ccc(-n2nc3c(c2NC(=O)c2cccs2)CS(=O)(=O)C3)cc1	0%	-6	-14%	-1%	-40%
35	COc1cc(CNC(C)(C)C)ccc1OCC(=O)NC(C)(C)C	nt	0	1%	-1%	-17%
36	Cc1ccccc1-c1nnn(Cc2ccc(F)cc2Cl)n1	55%[activator]	16	0%	25%	-15%
37	CN(C)c1c(F)cc(-c2nn[nH]n2)cc1F	nt	8	1%	0%	-15%
38	Cc1cc(-c2nnc(CCC(=O)NC(C)(C)C34CC5CC(CC(C5)C3)C4)o2)no1	15%	32	4%	3%	-4%
39	CCCc1cc(=O)oc2cc(OC3CCCCC3=O)ccc12 (configuration not stated)	10%	?	-9%	2%	-17%
40	Cc1ccc(C(=O)CSc2nnc(C(C)C)n2C)cc1C	0%	22	18%	9%	-1%
41	COc1ccc(C[C@H]2CN3C(=NC[C@@H]3C(C)C)N2CCNC(=O)CCC2CCCCC2)cc1	-21%	-56*	-25%	-1%	-1%
42	Cc1cc(C(=O)c2ccccc2)cc(C)c1O	-9%	5	0%	-5%	8%
43	O=C(Oc1ccc(N(C(=O)c2ccncc2)S(=O)(=O)c2ccc(Cl)cc2)cc1)c1ccncc1	-28%	-12	5%	-5%	-13%
44	CCCCNC(=S)Nc1ccc(-c2nc3ccc(C)cc3s2)cc1	59%[activator]	6	-2%	4%	-1%
45	COC(=O)c1sc2ccccc2c1NC(=O)c1ccc(S(=O)(=O)N2CCCCC2)cc1	-5%	-3	8%	13%	0%
46	c1ccn2c(Cc3nnc4ccccn34)nnc2c1	-2%	-20	2%	2%	6%
47	Cc1cc(C)n(-c2nc(SCCN3CCOCC3)c3c4c(sc3n2)CCCC4)n1	11%	23	?	-6%	-16%

No.	ATXN viability	HT1080 IDH1KD tx	SW480 rerep	MCF10A rereplic
31	i	-17%	-1%[9.22 µM]	?
32	?	13µM*	?	?
33	i	15%	11%	14%
34	i	-1%	14%	-4%
35	i	2%	3%	-3%
36	i	14%	-15%	4%
37	?	1%	-1%	0%
38	i	-2%	0%	8%
39	i	14%	-9%	-6%
40	i	-1%	-64%	-36%[inhibitor]
41	?	-19%	?	?
42	?	0%	1%	0%
43	?	6%	-27%	?
44	i	10%	4%	13%
45	i	23%	-1%	2%
46	i	5%	8%	-2%
47	i	-20%	0%	6%

# Assay outcomes (PubChem BioAssay)
